From PubChem BioAssay
RGS4 inh: inhibitors of human RGS4 | P49798 | HEK293 M3R/RGS4 inducible, Fluo-4 calcium flux; stronger effect = higher value; triggered by carbachol at its EC20 | B-score at 10 µM | 0.45% of 310,000 active;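 active means B-score, a plate-corrected calcium signal, over three deviations above library mean, with baseline fluorescence within five deviations of library mean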;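 further: RGS4 expression induced by doxycycline in cells with stable M3 receptor; B-score is computed from the integrated fluorescence ratio over baseline after carbachol; higher B-score means a larger calcium signal and so more RGS4 inhibition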
Target sequence (P49798 whole entry, looked up): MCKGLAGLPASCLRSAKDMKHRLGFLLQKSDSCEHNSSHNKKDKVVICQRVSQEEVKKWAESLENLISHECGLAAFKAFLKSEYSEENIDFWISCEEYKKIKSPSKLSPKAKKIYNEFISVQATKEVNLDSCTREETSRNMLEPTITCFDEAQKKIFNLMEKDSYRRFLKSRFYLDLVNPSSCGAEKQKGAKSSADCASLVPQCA
hERG rescue: hERG (human) protection from proarrhythmic block; Q12809; CHO-hERG, FluxOR thallium flux, dofetilide IC70 present; activation (rescue from dofetilide block), less the hit threshold, % at 10 µM; 0.51% of 310,000 active;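 active means activation above the mean of controls blocked by dofetilide plus 5 SD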;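 further: thallium influx through hERG after potassium depolarization seen as dye fluorescence rise; in these data hits start at about 4.7%; inactives centre near -7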
KCNQ1 inh: blocks the human KCNQ1 potassium channel | P51787 | CHO-K1 KCNQ1, FluxOR thallium flux fluorescence; stronger effect = higher value | B-score at 10 µM | 1.3% of 310,000 active;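 active means compounds whose thallium flux B-score, printed positive for inhibition, exceeds three library SD while starting fluorescence stays within three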;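 further: channel opened by potassium depolarization with thallium stimulus after 20 min compound exposure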
Dyrk1A ADPGlo: blocks rat Dyrk1A kinase activity | Q63470 | ADP-Glo luminescence, NFATc1 peptide | inhibition, % at 12.5 µM | 0.43% of 310,000 active; in the data active means inhibition above about 50%;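 further: plate controls were vehicle with enzyme for no effect and no enzyme for full effect; many of its hits are not listed in these tables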
KCNQ1 act: human KCNQ1 channel potentiation or activation | P51787 | CHO-K1 KCNQ1, thallium flux FluxOR fluorescence; stronger effect = higher value | B-score at 10 µM | 0.35% of 310,000 active | AID 2648;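 active means fluorescence ratio B-score, a plate-corrected score, at least three library SD, with initial intensity B-score within 5 SD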
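Material: CHO-K1 cells stably expressing KCNQ1. Medium: assay buffer for compound exposure, DMSO matched across wells. Reagent: K+/Tl+ depolarizing stimulus. Compound dosing: single-concentration screen. Times: 37 °C overnight plating, 90-min dark dye load, 20-min compound pretreatment. Technique: FluxOR Tl+ flux fluorescence.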
RGS4 pot: RGS4 potentiation or activation. HEK293 M3R/inducible RGS4, carbachol calcium flux Fluo4; stronger effect = lower value. B-score at 10 µM. 0.92% of 310,000 active. AID 463111;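 active means B-score of the integrated calcium signal more than 4 SD below the library mean, with starting fluorescence not abnormally high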;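 further: negative B-score means reduced calcium response which marks RGS4 activation or potentiation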
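Material: M3R-expressing HEK293 line, RGS4 induced by doxycycline | Schedule: Overnight RGS4 induction, 30 min dye load 37 °C, 20 min compound RT | Measured by: Fluo4 fluorescence kinetic imaging of calcium | Read-out: Integrated calcium ratio converted to B score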
PolyA inh: blocks polyadenylation in yeast reporter cells; S. cerevisiae SKY197-pL101 polyadenylation reporter, beta-gal luminescence; efflux-impaired pdr1/pdr3 knockout yeast; score 100 = 6 SD above DMSO; calls only at 12 µM; 0.02% of 300,000 active; AID 1875;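 active means lowest replicate activity score at least 50, where 100 means six control SD above control mean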;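 further: yeast exposed to compound for 9 h at 30 °C; higher score means more reporter readthrough which indicates perturbed polyadenylation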
KCNK3 inh: human KCNK3 channel inhibition, primary screen | CHO-KCNK3 thallium flux, FluxOR fluorescence; stronger effect = lower value | B-score at 10 µM | 0.84% of 340,000 active;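 active means B-score under library mean minus 4 SD, starting fluorescence ratio at most library mean plus 5 SD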;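 further: more negative B-score means stronger inhibition of thallium flux through KCNK3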
Target sequence (O14649 whole entry, looked up): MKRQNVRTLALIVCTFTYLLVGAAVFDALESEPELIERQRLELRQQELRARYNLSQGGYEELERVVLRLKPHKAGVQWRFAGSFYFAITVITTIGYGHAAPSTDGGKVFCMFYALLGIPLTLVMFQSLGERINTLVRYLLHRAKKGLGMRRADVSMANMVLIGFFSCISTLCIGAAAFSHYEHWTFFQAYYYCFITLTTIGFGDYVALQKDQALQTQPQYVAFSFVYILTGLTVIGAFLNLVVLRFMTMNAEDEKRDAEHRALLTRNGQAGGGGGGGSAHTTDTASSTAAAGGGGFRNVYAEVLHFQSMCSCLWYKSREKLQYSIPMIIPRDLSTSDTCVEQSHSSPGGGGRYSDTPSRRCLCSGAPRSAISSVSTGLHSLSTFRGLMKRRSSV
GSK3 alpha inh: blocks human GSK-3 alpha kinase; ADP-Glo luminescence, 60 min; inhibition, % at 10 µM; 0.1% of 320,000 active;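 in the data active means inhibition above about 50%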;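 further: GST-tagged GSK-3 alpha with peptide substrate and 25 µM ATP; 0% = DMSO neutral wells and 100% = GW8510 positive control wells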
KCNK9 block: blocks the human KCNK9 two-pore domain potassium channel | Q9NPC2 | HEK293 KCNK9, FluxOR thallium flux fluorescence; stronger effect = lower value | B-score at 10 µM | 1.2% of 310,000 active | AID 488922;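 active means ratio B-score over 3 SD below the library mean, with starting fluorescence within 5 SD of its mean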;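 further: negative B-score means less thallium flux so channel inhibition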
GSK3B inh: human GSK3beta kinase inhibition. GST-GSK3beta kinase, ADP-Glo luminescence, 60 min; stronger effect = lower value. activity score (negative = inhibition), % at 10 µM. P49841. 0.038% of 300,000 active;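 active means more than half of replicate wells score below -50%, meaning over 50% inhibition versus plate controls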;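 further: 0% = median DMSO wells and -100% = median GW8510 positive control wells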
Target sequence (P49841 whole entry, looked up): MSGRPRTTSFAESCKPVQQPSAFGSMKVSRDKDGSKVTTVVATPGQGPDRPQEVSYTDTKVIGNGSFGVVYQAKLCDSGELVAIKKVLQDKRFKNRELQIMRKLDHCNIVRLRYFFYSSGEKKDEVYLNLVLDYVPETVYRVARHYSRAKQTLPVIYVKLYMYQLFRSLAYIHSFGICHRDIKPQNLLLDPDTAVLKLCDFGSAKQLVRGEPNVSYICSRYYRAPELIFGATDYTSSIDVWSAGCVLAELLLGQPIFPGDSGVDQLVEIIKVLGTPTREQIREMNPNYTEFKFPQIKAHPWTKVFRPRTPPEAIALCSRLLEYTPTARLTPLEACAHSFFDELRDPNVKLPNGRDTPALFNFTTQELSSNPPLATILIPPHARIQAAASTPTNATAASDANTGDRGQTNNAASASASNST
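Assay system: GST-tagged human GSK3beta kinase, cell-free; Input: 1.6 ng GSK3beta; Medium: Tris/MgCl2 kinase buffer; Timing: 60 min enzyme reaction, room temperature; Signal: ADP-Glo luminescence quantifying ADP generated by kinase; Evaluation: score relative to plate controls; Benchmarks: DMSO neutral wells and GW8510 at 20 µM as positive.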
Starred values were filed as active, the others as inactive; i = inactive; . = not tested or not shown.

SMILES	RGS4 inh	hERG rescue	KCNQ1 inh	Dyrk1A ADPGlo	KCNQ1 act	RGS4 pot	PolyA inh	KCNK3 inh	GSK3 alpha inh	KCNK9 block	GSK3B inh
CCc1nn2c(=O)c(S(=O)(=O)Nc3ccccc3)c(C)nc2s1	i	-4.5	i	-1.8	i	i	i	i	1.7	i	-2.1
CC(=O)c1ccc(NC(=O)Nc2ccc3c(c2)N(C)C(=O)CS3)cc1	i	-20.9	i	12.2	i	i	i	i	-1.7	i	1.3
O=C(COC(=O)CNS(=O)(=O)c1ccc2ccccc2c1)Nc1ccccc1Sc1ccccc1	i	-8.3	i	-3.9	i	i	i	i	-0.8	i	1.8
CCOCCc1nn2c(=O)cc(CSCC(=O)Nc3ccc(OC)cc3)nc2s1	i	-4.6	i	-0.8	i	i	i	i	4.0	i	0.4
CCOC(=O)c1c(NC(=O)c2ccccc2N(C)S(=O)(=O)c2ccccc2)sc2c1CCCC2	i	2.1	i	1.8	i	i	i	i	-1.0	i	0.6
CCC(=O)N1CCN(c2ccc(NC(=O)COc3cccc(C)c3C)cc2)CC1	i	-2.9	i	-4.2	i	i	i	i	-2.6	i	-0.9
COc1cc(/C=N/O)ccc1OCc1ccccc1Cl	i	-7.5	i	34.8	i	i	i	i	13.1	i	-1.4
O=C(Cc1ccc(S(=O)(=O)N2CCOCC2)s1)NCCOc1ccccc1	i	-14.7	i	-2.0	i	i	i	i	2.8	i	1.6
O=C(COC(=O)C1CCN(S(=O)(=O)c2ccc3c(c2)OCCO3)CC1)Nc1ccccc1OC(F)F	i	-8.1	i	0.7	i	i	i	i	-0.9	i	-1.3
CCOc1cc(/C=N/NC(=O)C2CCCC2)ccc1OC(C)C	i	-8.3	i	2.1	i	i	i	i	-1.3	i	0.4
Cc1nc2nc(C)c(NS(=O)(=O)c3ccc(C(C)(C)C)cc3)c(=O)n2[nH]1	i	-5.2	i	2.3	i	i	i	i	-3.4	i	.
Cc1ccc(C(=O)NC(=S)Nc2ccc3[nH]c(=O)[nH]c3c2)cc1C	i	-9.5	i	2.5	i	i	i	i	1.3	i	3.6
COc1ccccc1CCC(=O)N(Cc1ccccc1)c1c(N)n(Cc2ccccc2)c(=O)[nH]c1=O	i	-19.6	i	4.2	i	i	i	i	-2.3	i	2.2
CCS(=O)(=O)Nc1cccc(C2=NN(S(=O)(=O)CC)C(c3ccccc3)C2)c1 (stereo not given)	i	-10.4	i	-1.1	i	i	i	i	-0.8	i	0.5
CC(=Nc1ccccc1)c1sc2ccccc2c1O	i	-12.8	i	25.1	i	i	i	i	-6.0	i	0.5

Arranged by number of heavy atoms (lowest first): 10 of the compounds above
SMILES	RGS4 inh	hERG rescue	KCNQ1 inh	Dyrk1A ADPGlo	KCNQ1 act	RGS4 pot	PolyA inh	KCNK3 inh	GSK3 alpha inh	KCNK9 block	GSK3B inh
CC(=Nc1ccccc1)c1sc2ccccc2c1O	i	-12.8	i	25.1	i	i	i	i	-6.0	i	0.5
COc1cc(/C=N/O)ccc1OCc1ccccc1Cl	i	-7.5	i	34.8	i	i	i	i	13.1	i	-1.4
CCc1nn2c(=O)c(S(=O)(=O)Nc3ccccc3)c(C)nc2s1	i	-4.5	i	-1.8	i	i	i	i	1.7	i	-2.1
Cc1ccc(C(=O)NC(=S)Nc2ccc3[nH]c(=O)[nH]c3c2)cc1C	i	-9.5	i	2.5	i	i	i	i	1.3	i	3.6
CC(=O)c1ccc(NC(=O)Nc2ccc3c(c2)N(C)C(=O)CS3)cc1	i	-20.9	i	12.2	i	i	i	i	-1.7	i	1.3
O=C(Cc1ccc(S(=O)(=O)N2CCOCC2)s1)NCCOc1ccccc1	i	-14.7	i	-2.0	i	i	i	i	2.8	i	1.6
CCS(=O)(=O)Nc1cccc(C2=NN(S(=O)(=O)CC)C(c3ccccc3)C2)c1 (stereo not given)	i	-10.4	i	-1.1	i	i	i	i	-0.8	i	0.5
CCC(=O)N1CCN(c2ccc(NC(=O)COc3cccc(C)c3C)cc2)CC1	i	-2.9	i	-4.2	i	i	i	i	-2.6	i	-0.9
O=C(COC(=O)CNS(=O)(=O)c1ccc2ccccc2c1)Nc1ccccc1Sc1ccccc1	i	-8.3	i	-3.9	i	i	i	i	-0.8	i	1.8
COc1ccccc1CCC(=O)N(Cc1ccccc1)c1c(N)n(Cc2ccccc2)c(=O)[nH]c1=O	i	-19.6	i	4.2	i	i	i	i	-2.3	i	2.2

(further entries)
SMILES	RGS4 inh	hERG rescue	KCNQ1 inh	Dyrk1A ADPGlo	KCNQ1 act	RGS4 pot	PolyA inh	KCNK3 inh	GSK3 alpha inh	KCNK9 block	GSK3B inh
CCn1c(SCC(=O)Nc2nonc2C)nnc1-c1ccoc1C	i	-6.4	i	2.1	i	i	i	i	-3.4	i	-3.0
O=C(NC1CCCC1)c1ccc(CS(=O)Cc2ccc(Cl)cc2)o1 (stereo not given)	i	-9.3	i	0.7	i	i	i	i	-6.0	i	2.5
CCOc1ccccc1OCCCC(=O)OCC(=O)Nc1cccc(Cl)c1	i	-1.9	i	-0.4	i	i	i	i	-2.3	i	1.1
O=C(O)c1ccccc1C(=O)Nc1nc(-c2ccccc2)cs1	i	-4.2	i	.	i	i	i	i	-2.6	i	0.9
CCCn1c(NC(=O)CCS(=O)(=O)c2ccc(C)cc2)nc2ccccc21	i	-16.5	i	-5.4	i	i	i	i	-0.7	i	-7.5
Nc1nc(N)c(C=Nc2ccc(Br)cc2)c(Nc2ccc(Br)cc2)n1	i	-8.7	i	0.5	i	i	i	i	-0.7	i	4.1
CC(C)C(NC(=O)c1ccccc1NC(=O)c1ccco1)C(=O)NNC(=O)c1ccncc1 (stereo not given)	i	-8.5	i	31.1	i	i	i	i	7.0	i	-1.1
CCN(CC)S(=O)(=O)c1ccc2oc(SCC(=O)NC3CC3)nc2c1	i	-10.3	i	-1.7	i	i	i	i	3.2	i	-2.5
CCN(CC)C(=O)CNC(=O)c1nn(-c2ccc(OC)c(Cl)c2)c(=O)c2ccccc12	i	-4.8	i	-2.3	i	i	i	i	-2.3	i	-1.4
O=C(Nc1ccccc1)C12CC3CC(C1)CC(n1cnc([N+](=O)[O-])n1)(C3)C2	i	-5.4	i	-2.3	i	i	i	i	-2.7	i	2.2
Cc1onc(-c2ccccc2)c1CNS(=O)(=O)c1cccc(Br)c1	i	-9.2	i	4.6	i	i	i	i	0.9	i	1.1
O=C(NC(Nc1nc2ccccc2s1)(C(F)(F)F)C(F)(F)F)c1ccccc1	i	-7.1	i	3.4	i	i	i	i	.	i	1.5
CCOc1ccccc1OCCCC(=O)N1CCN(S(=O)(=O)c2ccc(C)cc2)CC1	i	-19.0	i	1.0	i	i	i	i	4.2	i	0.4
CCOC(=O)C1=C(O)/C(=C/c2ccc(OCC(=O)O)c(OCC)c2)SC1=Nc1ccc(OC)cc1	i	-12.6	i	-0.5	i	i	i	i	-1.6	i	0.7
CCN(CC)c1ccc(C2C3CCCCC3(O)CCN2CC(=O)N2CCCCC2)cc1 (stereo not given)	i	-1.3	i	6.2	i	i	i	i	-2.4	i	0.5
CCOc1ncccc1-c1nc(-c2cccs2)no1	i	-1.5	i	2.1	i	i	i	i	-2.0	i	1.0
CC(=O)Nc1ccc(NC(=O)CN(C)S(=O)(=O)c2ccc3c(c2)CCC(=O)N3)cc1	i	-5.9	i	-6.3	i	i	i	i	-3.8	i	1.4
CCc1nnc(NC(=O)CSc2nnc(-c3cccnc3)n2C)s1	i	-4.8	i	-5.1	i	i	i	i	2.8	i	-2.0
Cc1ccc(P(=O)(CSC(=N)N)c2ccc(C)cc2)cc1	i	-7.0	i	7.7	i	i	i	i	-1.6	i	-0.8
NC(=O)c1ccsc1NC(=O)COC(=O)COc1ccccc1F	i	-2.6	i	-2.7	i	i	.	i	9.1	i	2.5
CC(C)C(=O)c1cn(CC(=O)N2CCCc3ccccc32)c2ccccc12	i	-10.7	i	-9.1	i	i	i	i	1.0	i	-3.6
Cc1ccc(NC(=O)CS(=O)CC(=O)NC(C)CCc2ccco2)cc1Cl (stereo not given)	i	-5.1	i	-8.1	i	i	i	i	-2.8	i	-2.4
CCn1c(=O)n(CC)c2cc(N3CCCC3)c(NC(=O)c3ccc(C)cc3)cc21	i	-11.2	i	0.3	i	i	i	i	-1.3	i	.
CC1CN(C(=O)c2ccc(S(=O)(=O)Nc3cccc(C(F)(F)F)c3)cc2)CC(C)O1 (stereo not given)	i	-5.0	i	-2.8	i	i	i	i	0.1	i	-0.8
CCOc1ccc(OCCCCn2cnc3ccccc3c2=O)cc1	i	-24.4	i	.	i	i	i	i	1.0	i	3.4
O=CN1CCc2scc[n+]2-c2ccccc21	i	-9.3	i	-0.9	i	i	i	i	2.0	i	0.1
C=CCc1ccccc1Oc1cc(F)nc(N)n1	i	-6.9	i	13.9	i	i	.	i	0.5	i	4.2
CC(C)c1ccc(NC(=O)C2CCN(C(=O)[C@@H]3Cc4ccccc4CN3)CC2)cc1	i	-8.1	i	.	i	i	i	i	1.2	i	2.2
COc1ccc(C(=O)Nc2nnc(SCC(=O)NCC3CCCO3)s2)cc1OC (stereo not given)	i	-11.8	i	-5.9	i	i	i	i	-3.1	i	-1.4
CC1CN(C)C(C)C/C1=N\Oc1ccc([N+](=O)[O-])cc1 (stereo not given)	i	-14.6	i	-3.4	i	i	i	i	-2.3	i	-3.5
Cc1cc(Br)ccc1OCC(=O)N1CCCCCC1	i	-5.7	i	-4.2	i	i	i	i	1.9	i	0.0
O=C(CN1CCCCC1)N/N=C/c1ccccc1OCc1ccccc1	i	-5.3	i	-1.4	i	i	i	i	-0.2	i	1.2
COc1ccc(OC)c(-c2cc(C(=O)N3CCCc4ccccc43)no2)c1	i	-11.8	i	2.8	i	i	i	i	-1.6	i	-1.7
Cc1ccc(CNC(=S)NCc2ccncc2)cc1	i	-13.3	i	-0.1	i	i	i	i	-0.6	i	-3.2
O=C(O)CCN1CCc2ccccc2C1c1ccncc1 (stereo not given)	i	-5.7	i	1.9	i	i	i	i	3.1	i	-0.6

An excerpt; rates above refer to the full screens.
